Mdm2-MdmX inh – inhibitors of human Mdm2/MdmX interaction; 330,000 tested, 3% active; inhibition, % at 8 µM; SaOS-2 split-luciferase Mdm2/MdmX complementation, luminescence; O15151+Q00987; AID 485346;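 active = inhibition of at least 50% at 8 µM in the primary screen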
Target sequence (O15151 whole entry, looked up): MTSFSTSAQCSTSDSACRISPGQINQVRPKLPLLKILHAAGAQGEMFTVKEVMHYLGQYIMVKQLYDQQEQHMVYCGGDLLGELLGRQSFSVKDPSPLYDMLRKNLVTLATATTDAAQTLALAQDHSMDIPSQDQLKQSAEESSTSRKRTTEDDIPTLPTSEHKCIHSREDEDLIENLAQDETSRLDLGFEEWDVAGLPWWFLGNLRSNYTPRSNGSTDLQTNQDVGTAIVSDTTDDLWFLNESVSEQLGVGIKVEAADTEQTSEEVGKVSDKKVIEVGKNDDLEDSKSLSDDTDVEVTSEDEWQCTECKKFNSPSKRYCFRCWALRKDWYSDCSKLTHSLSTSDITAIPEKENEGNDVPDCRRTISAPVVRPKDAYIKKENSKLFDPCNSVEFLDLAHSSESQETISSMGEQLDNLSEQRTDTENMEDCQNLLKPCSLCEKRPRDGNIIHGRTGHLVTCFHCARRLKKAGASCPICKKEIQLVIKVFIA
Target sequence (Q00987 whole entry, looked up): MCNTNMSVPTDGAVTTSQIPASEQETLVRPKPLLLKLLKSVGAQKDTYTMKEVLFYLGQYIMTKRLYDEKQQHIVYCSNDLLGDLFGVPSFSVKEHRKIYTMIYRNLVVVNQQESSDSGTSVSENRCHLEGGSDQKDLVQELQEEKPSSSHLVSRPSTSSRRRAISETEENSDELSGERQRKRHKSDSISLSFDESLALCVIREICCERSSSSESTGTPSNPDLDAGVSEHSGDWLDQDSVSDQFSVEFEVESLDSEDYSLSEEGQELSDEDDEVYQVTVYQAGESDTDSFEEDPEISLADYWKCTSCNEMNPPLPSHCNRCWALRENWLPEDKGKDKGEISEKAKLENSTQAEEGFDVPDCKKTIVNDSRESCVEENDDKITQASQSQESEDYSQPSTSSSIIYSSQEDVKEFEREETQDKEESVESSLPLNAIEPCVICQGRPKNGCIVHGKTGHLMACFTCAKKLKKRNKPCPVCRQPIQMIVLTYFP
TIM10 inh – growth inhibitors of TIM10 yeast strain; S. cerevisiae TIM10 strain growth, BacTiter-Glo luminescence, 24 h; inhibition, % at 10 µM; 330,000 tested, 1.4% active; AID 463195;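 active = inhibition of 40% or more at the single tested concentration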;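 also: wild-type TIM10 isogenic control strain grown at permissive 25 °C; 0% = DMSO yeast wells and 100% = minimal medium wells without yeast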
UPR CHOP act – apoptotic UPR (CHOP) activation. activation, % at 10 µM. CHO-CHOP luciferase reporter, luminescence; percent of tunicamycin response over DMSO baseline. AID 449763. 330,000 tested, 0.34% active;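 active = at 10 µM dose, activation of 40% or more, normalized to positive control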;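 also: 100% = tunicamycin at 10 µg/mL and 0% = DMSO alone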
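Material: CHO-CHOP cells, stable luciferase reporter of PERK-eIF2a-CHOP signalling; quantity: 500 reporter cells seeded per well; buffer or medium: F12 medium containing 10% fetal bovine serum; compound: one dose, 10 µM in 0.5% DMSO; incubation: 6 h compound treatment, 37 °C; measured by: Steady-Glo luciferase luminescence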
tim10-1 inh – tim10-1 yeast growth inhibition. S. cerevisiae tim10-1 ts strain growth, BacTiter-Glo, 24 h. inhibition, % at 20 µM. 330,000 tested, 2.2% active;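 active = inhibition of at least 40%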;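 also: mutant grown at 25 °C; 0% = DMSO wells with yeast and 100% = wells holding no yeast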
Jurkat NFkB inh – lowers PMA/ionomycin-induced NF-kB signal in Jurkat cells; AID 435003; inhibition, % at 4 µM; 330,000 tested, 0.53% active; PMA/ionomycin-induced NF-kB luciferase reporter, luminescence; in the data active = inhibition above about 50%
tim23-1 inh – inhibits growth of tim23-1 mutant yeast. S. cerevisiae tim23-1 growth, BacTiter-Glo luminescence, 24 h. AID 463212. 330,000 tested, 1.3% active. inhibition, % at 20 µM;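 active = growth inhibition of the mutant yeast at or above 50%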;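 also: temperature-sensitive mutant grown at 25 °C; plate controls were DMSO-treated mutant yeast for no effect and medium wells lacking yeast for full effect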
UPR XBP1 act – activators of adaptive arm of unfolded protein response (XBP1). AID 463104. activation, % at 20 µM. 330,000 tested, 0.33% active. CHO-XBP1 luciferase reporter, IRE1-XBP1 UPR activation, luminescence; percent of tunicamycin response, DMSO as zero;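 active = versus positive control, 20 µM dose yields 30% or more activation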;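 also: 100% = tunicamycin at 10 µg/mL and 0% = DMSO only wells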
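Signal: luciferase luminescence; Assay system: CHO-XBP1 luciferase reporter cells; Amount: one thousand reporter cells per well; Dosing: 20 µM single concentration, DMSO 1%; Benchmarks: high control tunicamycin 10 µg/mL final, low control DMSO vehicle only; Schedule: 6 h compound exposure at 37 °C, 5% CO2; Evaluation: percent activation relative to tunicamycin reference.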
697 NFkB inh – lowers PMA/ionomycin-induced NF-kB signal in 697 B cells; 697 B-cell NF-kB luciferase reporter, 16 h; inhibition, % at 4 µM; 330,000 tested, 0.33% active; AID 435022; in the data active = inhibition above about 35%
Starred values were filed as active, the others as inactive.

smiles	Mdm2-MdmX inh	TIM10 inh	UPR CHOP act	tim10-1 inh	Jurkat NFkB inh	tim23-1 inh	UPR XBP1 act	697 NFkB inh
CN(CC(=O)Nc1ccc(F)c(F)c1)S(=O)(=O)c1cccc2nsnc12	14	8	0.3	15	6	9	0	-25
Cc1cc(NC(=O)COC(=O)C2CC(=O)N(c3cccc(C)c3C)C2)no1 (stereo not drawn)	-4	-5	1.1	-1	20	0	2	2
O=C(Nc1nc(-c2cccs2)cs1)c1ccc([N+](=O)[O-])o1	35	63*	23	12	7	45	3	-37
CNc1nc(Nc2ccccc2)nc(OCC(F)(F)F)n1	9	15	-1.9	7	-6	-21	2	0
CCc1ccc(-c2ccc(C(=O)O)cc2)nc1	-31	-8	2.2	12	-25	0	-2	-90
CS/C(N)=N/S(=O)(=O)c1ccc(NC(C)=O)cc1	-12	5	-0.1	1	-2	8	-1	-4
Cc1cc([N+](=O)[O-])c(C)cc1-c1ccc(/C=N/NC(=O)c2cccnc2)o1	1	25	2.6	-8	13	37	0	-2
Clc1ncc(CN2CCN(c3ccccc3)CC2)s1	18	-13	-0.6	-18	8	0	2	6
CCOC(=O)N1CCN(S(=O)(=O)c2c(C)nc3scc(C)n3c2=O)CC1	4	-10	-1.7	-2	-7	6	-7	-19
COc1ccc(C)cc1S(=O)(=O)N1CCCCC1	-37	-11	1.8	8	0	7	-2	-3
Cc1ccc2c(c1)cc(CN(C(=O)N1CCOCC1)C1CCCC1)c1nnnn12	-37	22	0.6	27	10	25	-4	19
O=C(Nc1ccccc1)Nc1cccc(C(F)(F)F)c1	29	13	1.2	6	-23	12	8	3
CC(C)(C)NC(=O)CSc1nc2[nH]ncc2c(=O)[nH]1	-12	-17	-1.0	2	-9	15	3	-22
Cc1cc(C)c(C)c(S(=O)(=O)N2CCN(Cc3nc4ccccc4[nH]3)CC2)c1C	14	31	-0.7	17	11	25	-4	-3
C=CCNc1nc(C(=O)OCC(=O)Nc2ccc(S(N)(=O)=O)cc2)cs1	15	0	0.5	-16	0	-17	-2	-2
CC1CN(S(=O)(=O)c2ccccc2)CC(C)O1 (stereo not drawn)	-1	-8	-1.4	9	-10	8	0	-9
O=C(Nc1nccs1)c1cc(Cl)nc2ccccc12	-17	26	2.2	14	23	14	2	13
Cc1cc(C)c(C#N)c(SCC(=O)C(C)(C)C)n1	2	2	-0.3	25	-2	19	0	16
CC(=O)Oc1ccc(/C=C2/SC(=S)N(Cc3ccccc3)C2=O)cc1	33	19	1.9	-18	10	4	2	2
CCN(CC)S(=O)(=O)c1cc(C(=O)OCC(=O)c2ccc3c(c2)NC(=O)CO3)ccc1Cl	-8	3	-3.3	9	7	-4	2	-19
CCn1c(CNc2ccc(Cl)cc2)nnc1SCC#N	5	-5	-2.2	19	10	-4	1	-1
COc1ccc(/C=N/OC(=O)c2ccc(Cl)cc2)c(Cl)c1OC	6	-7	1.8	-10	17	-10	1	2
O=C(C1CCN(c2ncnc3c2nc2n3CCCCC2)CC1)N1CCCCC1	15	-7	-0.8	0	6	-7	-4	10
Cc1cc(S(=O)(=O)NCC(c2ccc3c(c2)OCO3)N2CCOCC2)ccc1F (stereo not drawn)	-4	11	-1.5	11	-4	-1	-5	-3
CCCCCCC(=O)OCC(=O)c1ccc2c(c1)NC(=O)CO2	-16	3	-2.8	40*	-9	30	0	8
O=C(NCc1ccccn1)c1cc(-c2ccccc2)nc2ccccc12	3	-2	-1.9	-3	-6	9	4	4
Cn1nc(-c2ccc(C(=O)NCCO)cc2)c2ccccc2c1=O	4	2	1.0	16	-9	10	0	1
CCCn1c(CC)nc([N+](=O)[O-])c1Sc1ccc(C)cc1	64*	31	0.3	31	3	31	2	9
O=C(COC(=O)c1ccc(F)c(S(=O)(=O)N2CCOCC2)c1)c1ccc(Cl)cc1	2	12	0.1	23	-4	24	1	3
COC(=O)COc1ccc(NC(=O)C2CCCO2)cc1 (stereo not drawn)	-10	0	1.7	2	4	2	-2	-14
CC(C)CNC(=S)N1CCN(Cc2ccc3c(c2)OCO3)CC1	2	11	-0.6	17	1	12	-1	15
CC(=O)Nc1c(NC(C)(C)C)c2ccccc2oc1=O	3	15	0.9	9	-9	7	1	10
COc1ccc(-n2c(C)c(C)c3c(NCCCO)ncnc32)cc1	-25	2	3.1	17	-41	21	6	-29
CCN1C(=O)[C@H]2[C@@H](c3ccc(-c4ccccc4)cc3)N3CCC[C@@]3(C(=O)OC)[C@H]2C1=O	-12	-8	3.0	28	-20	-11	0	-6
O=C1c2ccccc2NC(c2ccccn2)N1c1ccccc1F (stereo not drawn)	7	7	-0.9	18	6	10	-3	20
COc1ccc(C)cc1NCc1cccc(OC)c1OC	3	-15	-1.9	10	0	17	2	19
O=C(c1ccc(OC2CCN(Cc3ccccc3C(F)(F)F)CC2)cc1)N1CCCCC1	39	-2	3.2	6	17	18	1	-13
CCC1Oc2nc(SC)nnc2-c2ccccc2N1C(=O)c1ccccc1 (stereo not drawn)	-34	3	2.9	12	-62	4	3	-45
CCCCN1C(Nc2ccccc2)=NC[C@@H]1C	-25	-12	-0.8	-14	-1	-3	-1	9
CCOC(=O)C1CCN(C(=O)CCCCn2c(=O)[nH]c3ccccc3c2=O)CC1	-9	8	-0.4	11	0	16	-1	9
COc1ccccc1Nc1ncc(C(=O)N2CCC(C(N)=O)CC2)c2ccccc12	1	8	-0.4	1	-3	13	2	-14
CCN(CC(=O)NCc1ccc(Cl)cc1)C(=O)c1cc(S(=O)(=O)N2CCOCC2)ccc1C	-17	18	1.2	-12	4	4	-2	-4
CC(=O)Nc1c(C(=O)N2CCOCC2)sc2nc3c(cc12)COC(C)(C)C3	5	-9	0.1	-9	2	1	1	7
CC1CCCCC1NC(=O)C1CCC(CNS(=O)(=O)c2ccccc2)CC1 (stereo not drawn)	-19	-13	-0.3	-2	-15	-2	-4	-4
CCOc1ccc(N(C(=O)c2snc(C(N)=O)c2N)C(C(=O)NCC2CCCO2)c2ccco2)cc1 (stereo not drawn)	-9	7	0.3	1	18	12	0	10
COc1cccc(-c2nn(-c3ccccc3)cc2/C=C(\C#N)C(=O)NCCCn2ccnc2)c1	-10	28	3.0	16	-7	16	1	4
O=C(Nc1ccnn1C1CCN(CCCC2CCCC2)CC1)c1ccccc1Cl	16	1	0.1	-12	17	-3	-2	1
CCOC(=O)CC(=O)Nc1ccccc1C(=O)O	15	0	0.0	2	3	6	-2	-15
CC(CCc1ccccc1)NC(=O)CSc1ccccc1 (stereo not drawn)	20	15	1.4	12	7	19	-1	4
O=C(Nc1ccnn1C1CCN(Cc2ccccn2)CC1)c1cccc(F)c1	18	3	1.2	2	-1	4	-2	9
CN1CCN(CC(=O)Nc2cccc(S(=O)(=O)N(C)c3ccccc3)c2)CC1	14	9	-1.4	3	-3	-5	0	9
Cc1cccc(-n2nnc(C(=O)NCc3ccccc3Cl)c2N)c1	9	-10	1.9	3	-6	9	-2	10
CC(=O)Nc1ccc(S(=O)(=O)Nc2ccccn2)cc1	21	-2	-0.4	-8	5	0	-2	15
CCC(C)N1CCN(C(=O)C2CCN(S(=O)(=O)c3c(C)noc3/C=C/c3ccco3)CC2)CC1 (stereo not drawn)	27	0	-0.4	3	-6	4	-9	0
Cc1ccc2occ(C(=O)c3ccco3)c(=O)c2c1	-1	49*	1.9	42*	-6	71*	-3	2
O=C(NCC1CC1)NC(=O)c1c(F)cccc1Cl	24	14	0.4	-4	-4	9	2	-1
CCCNCC1C(Oc2ccc(Cl)cc2Cl)C(=O)N1c1cccc(C)c1C (stereo not drawn)	-4	27	-1.0	25	1	27	-2	-7
CC12CCC(C(=O)NCc3ccccc3Cl)(CC1=O)C2(C)C (stereo not drawn)	-9	8	1.4	4	4	1	-2	0
CCc1cccc(CC)c1NC(=O)CCCSc1nc2ccccc2s1	-4	-10	-1.6	11	-5	13	-3	-4
O=C(CNC(=O)/C(=C\c1ccccc1)NC(=O)c1ccc(Br)cc1)OCc1ccccc1	28	10	-0.8	17	-6	8	-4	12

Random excerpt: 2 entries already listed
smiles	Mdm2-MdmX inh	TIM10 inh	UPR CHOP act	tim10-1 inh	Jurkat NFkB inh	tim23-1 inh	UPR XBP1 act	697 NFkB inh
Cc1cc(NC(=O)COC(=O)C2CC(=O)N(c3cccc(C)c3C)C2)no1 (stereo not drawn)	-4	-5	1.1	-1	20	0	2	2
Cc1cc(C)c(C)c(S(=O)(=O)N2CCN(Cc3nc4ccccc4[nH]3)CC2)c1C	14	31	-0.7	17	11	25	-4	-3

5 compounds out of the list above, arranged by the number in UPR XBP1 act, largest number first:
SMILES	UPR XBP1 act
COc1ccc(-n2c(C)c(C)c3c(NCCCO)ncnc32)cc1	6
COc1ccc(C)cc1NCc1cccc(OC)c1OC	2
CC(=O)Nc1c(NC(C)(C)C)c2ccccc2oc1=O	1
CC(CCc1ccccc1)NC(=O)CSc1ccccc1 (stereo not drawn)	-1
CC1CCCCC1NC(=O)C1CCC(CNS(=O)(=O)c2ccccc2)CC1 (stereo not drawn)	-4

(further entries)
smiles	Mdm2-MdmX inh	TIM10 inh	UPR CHOP act	tim10-1 inh	Jurkat NFkB inh	tim23-1 inh	UPR XBP1 act	697 NFkB inh
N#C/C(=C(/O)CN1CCOCC1)c1nc2ccccc2s1	5	-10	-0.5	-18	-1	3	-1	6
CCc1ccc(NC(=O)Nc2cccs2)cc1	-194	-3	5.1	-23	-124	-9	-3	-110
CC(C)NC(=O)CSc1nc2ccccc2c(=O)n1CCCOC(C)C	25	5	-2.5	0	10	-2	6	18
Cc1cc(=O)oc2cc(OCC(=O)c3ccccc3)ccc12	-23	12	0.8	18	-21	9	1	-21
N#Cc1cccc(C(c2nnnn2C2CCCC2)N2CCC(Cc3ccccc3)CC2)c1 (stereo not drawn)	9	12	1.0	33	0	1	-2	11
CCc1ccc(NC(=S)Nc2cccc(OC)c2)cc1	0	11	1.1	16	-55	14	-4	-8
CCOC(=O)CC[C@H](NC(=O)Cn1cnc2c(SC)nc(N)nc21)C(=O)OCC	0	9	-1.7	-9	4	1	-1	-6
Cc1nnc(SCC(=O)N2CCN(C(=O)c3ccco3)CC2)n1C	5	6	-1.0	5	4	-8	0	3
CCOC(=O)C1CCCN(C(=O)c2cc(S(=O)(=O)N(C)C)ccc2N2CCCC2)C1 (stereo not drawn)	-3	12	2.4	-9	-18	-2	-1	-30
Cc1cc(NC(=O)CSc2nnc(Nc3ccccc3C)s2)no1	4	-4	-1.4	-10	5	-21	0	8
CC(C)(C)OC(=O)C[C@H]1C/C=C\C[C@@H](CC(=O)NCCO)C(=O)N2CCC[C@H]2COC1=O	-13	-1	1.8	-6	0	4	0	16
CCOc1ccc2[nH]c(C)c(CN3CCCCCC3)c(=O)c2c1	-16	6	0.5	8	0	-3	-2	1
CSc1cccc(NC(=O)CSc2nc3ccccc3o2)c1	-62	19	0.0	23	-69	27	1	4
Cc1ccc2[nH]c(=O)c(CN3CCCCC3)c(-c3ccccc3)c2c1	-7	20	-1.5	15	-2	2	-2	-5
COc1ccc(/C=N/Nc2snc(SC)c2C#N)cc1OC	-119	1	9.3	25	-79	22	15	-83
COc1cc(C2NC(=S)NC3=C2C(=O)CCC3)ccc1O (stereo not drawn)	5	-13	-1.2	-9	10	-1	-5	13
COc1ccc(OC)c(NC(=O)NNC(=O)COc2ccc(F)cc2F)c1	9	-9	-0.5	13	-1	2	-4	1
CC(C)C(=O)Nc1ccccc1-c1nc2ccccc2[nH]c1=O	10	-5	-1.7	-1	-18	0	-4	0
O=C(COc1ccc(Cl)cc1Cl)OCn1nnc2ccccc2c1=O	36	1	-2.1	7	-5	13	2	-12

Screens from PubChem.
